# From PubChem
# TRPV1 agonist: HTS Assay for Compounds that Act as Agonists of the Vanilloid Receptor 1; Transient receptor potential cation channel subfamily V member 1 (Homo sapiens), Q8NER1; TRPV1-expressing cells, Fluo-8 calcium influx, agonist mode; activation, % at 8.33 µM; 320,000 compounds, 0.19% hits; AID 540275, 2011; in the data active means activation above about 80%; inconclusive means between about 30% and that limit; further: 0% is about no effect
#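 TRPV1-expressing cells were cultured overnight at 35.5C and loaded with Fluo-8 calcium dye for 40 to 90 min at room temperature. After a 10 s baseline, compound was added and calcium influx was read kinetically for 3 min (ex 480/em 520 nm).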
# TSHR antag: Antagonists of the Thyroid Stimulating Hormone Receptor: HTS campaign. AID 504810, 2011. TSHR-expressing cells, TSH-stimulated cAMP HTRF, 2 h; active compounds read low. activity change, negative = inhibition, % at 11.5 µM. 330,000 compounds, 0.2% hits. Thyrotropin receptor (Homo sapiens), P16473;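 active means activity change below a set negative limit, meaning inhibition stronger than a set level, cut at about -70% in these data; inconclusive means activity change between two set negative limits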; further: on the % scale 0 is the no-effect control and ±100 the full control effect
#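 Read-out is FRET at 665 nm (cryptate excitation 337 nm) from a cryptate-tagged anti-cAMP antibody, competed by cell cAMP against cAMP-d2. Compounds are tested on freshly harvested TSHR cells challenged with 4nM TSH (EC80) for 2 hours at 37 deg C.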
# Eya2 phos inh: qHTS Assay for Inhibitors of the Phosphatase Activity of Eya2 | Potency, µM (series often up to 76.9 µM), for inactives: at the top dose activity, negative = inhibition, usual class: inhibitors | Protein phosphatase EYA2 (Homo sapiens), O00167 | 330,000 compounds, 0.006% hits | recombinant Eya2, OMFP fluorescence dephosphorylation (OMFP is methylfluorescein phosphate); further: potency means the concentration at half of the fitted maximal effect; on the % scale 0 is the no-effect control and ±100 the full control effect
# Target sequence (O00167 whole entry, looked up): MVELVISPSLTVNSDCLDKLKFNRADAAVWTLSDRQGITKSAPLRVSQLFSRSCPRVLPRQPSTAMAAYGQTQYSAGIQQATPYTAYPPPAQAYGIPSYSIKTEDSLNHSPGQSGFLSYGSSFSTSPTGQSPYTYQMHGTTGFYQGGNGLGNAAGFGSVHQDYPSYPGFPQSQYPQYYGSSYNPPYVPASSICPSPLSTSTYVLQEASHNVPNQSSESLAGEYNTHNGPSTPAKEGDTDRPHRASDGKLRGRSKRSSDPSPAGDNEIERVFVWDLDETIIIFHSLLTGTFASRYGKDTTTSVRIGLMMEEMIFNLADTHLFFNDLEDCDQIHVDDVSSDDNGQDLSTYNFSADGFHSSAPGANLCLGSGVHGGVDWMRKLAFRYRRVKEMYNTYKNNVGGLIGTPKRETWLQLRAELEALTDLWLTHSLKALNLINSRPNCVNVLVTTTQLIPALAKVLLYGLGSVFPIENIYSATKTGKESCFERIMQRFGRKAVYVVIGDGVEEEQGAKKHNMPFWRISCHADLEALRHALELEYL
#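 Eya2 (0.2 uM) preincubated 10 min at ambient with compound, then OMFP substrate added at 50 uM; 10 min reaction in 50 mM HEPES pH 7.5, 50 mM NaCl, 5 uM MgCl2, 0.05% BSA, 1 mM DTT. Fluorescence read at Ex 485/Em 525 nm.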
# hERG WT inh: qHTS for Inhibitors of KCHN2 3.1: Wildtype qHTS. U2OS, BacMam KCNH2, thallium flux FluxOr; active compounds read low. activity change, % at 1.84 µM. Voltage-gated inwardly rectifying potassium channel KCNH2 (Homo sapiens), Q12809. 340,000 compounds, 0.37% hits;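 active means maximum activity change below -70%; inconclusive means maximum activity change between -70% and -50%; inactive means maximum activity change above -50%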; further: on the % scale 0 is the no-effect control and ±100 the full control effect
#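 U2OS cells transduced with wild-type KCNH2 virus are loaded with FluxOr dye for 45 min, and thallium flux is measured in kinetic reads before and after stimulation buffer. Rate constants are normalized to DMSO controls.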
# KCNH2 3.1 block: qHTS for Inhibitors of KCHN2 3.1: Mutant qHTS; Potassium voltage-gated channel subfamily H member 2, brain isoform KCNH2 3.1 (human); U2OS KCNH2 3.1, thallium flux FluxOr; active compounds read low; activity change, % (tested at about 1.8 µM); 340,000 compounds, 0.95% hits;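 active means maximum activity change below -70%; inconclusive means maximum activity change from -70% to -50%; inactive means maximum activity change above -50%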;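 further: thallium influx rate constant from kinetic fluorescence after stimulation buffer; on the % scale 0 is the no-effect control and ±100 the full control effect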
#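 Thallium flux read-out: FluxOr dye with Red40 quencher in HBSS/HEPES, 45 min at RT. Rate constants from kinetic reads were normalized to positive and negative DMSO controls. Cells: U2OS virally expressing the 3.1 isoform.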
# USP2a block: qHTS Assay for Inhibitors of Ubiquitin-specific Protease USP2a Using CHOP2 as the Reporter. Potency, µM (highest dose often 38.3 µM), inactives show at the highest dose activity change, negative = inhibition, actives largely listed as inhibitors. USP2 core, Ub-CHOP2 coupled fluorogenic reporter, 485/531. AID 463254, 2010. 330,000 compounds, 0.01% hits;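 further: potency means the concentration at half of the fitted maximal effect; plate controls were DMSO wells for no effect and full inhibition by NEM control for full effect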
#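 USP2 core (10nM final) preincubated 30min RT with compound in 20mM Tris-HCl pH 8.0, 2mM CaCl2, 2mM beta-mercaptoethanol, 0.05% CHAPS; 25nM Ub-CHOP2 plus 25nM reporter substrate added, fluorescence (Ex485/Em531) read after 60min.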
# TCR activator: Activators of T cell receptors: qHTS campaign; primary human leukocytes, anti-CD3, IL-2 HTRF, 48 h; Potency, µM (titrated, usually from 9.22 µM), without a hit: at the highest dose activation of IL-2 secretion, actives largely listed as activators; 330,000 tested, under 10 active; AID 504894, 2011; further: % of control where 0% means no effect
#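 Human primary leukocytes + a-CD3 beads + cpd, 48 hr; IL-2 in supernatant by HTRF (ex 320nm / em 665nm). No co-stimulatory signal supplied.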
# ELG1 DNA repair: qHTS screen for small molecules that inhibit ELG1-dependent DNA repair in human embryonic kidney (HEK293T) cells expressing luciferase-tagged ELG1 | HEK293T ELG1-luciferase reporter, luminescence, 16 h; DNA damage induced by 5-fluorouridine | 330,000 compounds, 2.3% hits | Potency, µM (series often up to 46.1 µM), for the others: at the top dose activity change, negative = inhibition, usual class: inhibitors; further: potency means the concentration at half of the fitted maximal effect; on the % scale 0 is the no-effect control and ±100 the full control effect; nearly all actives have a fitted effect of over 55% in size
#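 Cells (2,000 per well) received 5-fluorouridine plus test compound or DMSO and were incubated 16 hr at 37 °C, 5% CO2. Luciferase activity was read by luminescence 30 min after ONE-Glo addition; signal suppression marked inhibition of damage-induced ELG1 function.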
# Mito fusion yeast: qHTS Assay for Small Molecule Inhibitors of Mitochondrial Division or Activators of Mitochondrial Fusion; S. cerevisiae fusion-defective mutant growth rescue, CellTiterGlo 48 h; Potency, µM (top dose mostly 46.1 µM), for the others: top-dose growth rescue (activation), most hits filed as activators; 320,000 compounds, 0.23% hits; AID 485298, 2010;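 further: potency means the concentration at half of the fitted maximal effect; % of control where 0% means no effect; nearly all actives have a fitted effect of over 45% in size; temperature-sensitive fusion mutants such as fzo1-1 at 37 °C on non-fermentable ethanol glycerol medium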
#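 S. cerevisiae fusion-defective temperature-sensitive mutants (e.g. fzo1-1, mgm1-5) grown 48 h at 37C in YPEG (ethanol/glycerol non-fermentable) medium with 23 nl compound per well; growth rescue read as CellTiterGlo luminescence.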
# A-T KAP1 phos: qHTS Assay for Identifying a Potential Treatment of Ataxia-Telangiectasia | […] A-T fibroblasts, KAP-1 phosphorylation AlphaLISA; neocarzinostatin DNA damage 30 min before lysis | Potency, µM (doses to about 57.5 µM), without a hit: top-dose activation, usual class: activators | 320,000 compounds, 0.19% hits; further: potency means the concentration at half of the fitted maximal effect; % of control where 0% means no effect; nearly all actives have a fitted effect of over 45% in size
#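 ATM-like activity read as KAP-1 phosphorylation via AlphaLISA donor/acceptor antibody pairs after lysis and 6 hr at 25C. Cells were ATM-null patient fibroblasts ([…], hTERT), dosed 60 min, then exposed to the DSB inducer NCS for 30 min.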
# * marks the source's active call; other numbers are inactive results; ? = inconclusive; . = no result given; [ ] = another dose, or the depositor's remark. Unless noted, the call rests on the fitted dose curve; in most records, active means well fitted curve in the direction sought with a large enough effect; inconclusive means small, poorly fitted or top-dose-only effect, or another doubt; inactive means no such curve, though single readings can be large; an effect the other way counts as inactive or inconclusive. These rows are one share of the data. The share of hits here may be higher or lower than overall.
SMILES,TRPV1 agonist,TSHR antag,Eya2 phos inh,hERG WT inh,KCNH2 3.1 block,USP2a block,TCR activator,ELG1 DNA repair,Mito fusion yeast,A-T KAP1 phos
COc1cccc(N2CCN(C(=O)CN(C)S(=O)(=O)c3ccc4c(c3)CCC(=O)N4)CC2)c1,?,3,1%,4,0,?,2%,?,-6%,-2%
O=S(=O)(Nc1ccc(S(=O)(=O)N2CCCC2)cc1)c1ccc(F)cc1F,.,21,-5%,-2,5,2%,-1%[46.1 µM],4%,.,-2%
CC1CCCN(C(=O)C2CCN(C(=O)Nc3ccccc3)CC2)C1 (centres undefined),1,2,0%,-7,3,2%,1%,-2%,0%,-6%
COc1ccccc1NC(=O)CSC1=NC(=O)C(NC(C)=O)C(=O)N1 (centres undefined),1,2,14%,-4,3,1%,-11%,9%,0%,-1%
Cc1ccc(NCc2ccccc2)cc1,3,1,5%,-2,-3,6%,5%,-11%,0%,-2%
COc1cc(/C=N/NC(=O)c2ccoc2C)cc(OC)c1O,6,10,-2%,4,14,0%,-8%[46.1 µM],8%,3%,-11%
CCOC(=O)CC(=O)CSc1nccc(-c2cccnc2)n1,-3,1,-3%,0,-9,0%,-8%,?,-1%,5%
CCN(CC)S(=O)(=O)c1ccc(NN=C2CCN(C)CC2)c([N+](=O)[O-])c1,1,-12,5%,-1,13,1%,-3%,-8%,-6%,-10%
COc1cccc(NC(=O)C2CCC(CNS(=O)(=O)c3cccc4cccnc34)CC2)c1 (centres undefined),0,-2,-5%,-4,0,1%,-5%,-15%,10%,0%
Cc1onc(-c2ccccc2)c1C(=O)NCC(=O)Nc1cc(Cl)ccc1Cl,.,.,12%,28,-7,4%,7%,-5%,.,8%
COc1ccc(C(=O)NCc2cn3c(C)csc3n2)cc1OC,-4,-5,3%,-5,-13,3%,6%[46.1 µM],-10%,-3%,3%
COC(=O)c1ccc(Cl)c(NC(=O)CN2CCC(C)CC2)c1,-17,-24,34%,8,-7,5%,.,-25%,?,5%
COc1cc(OC)c(S(=O)(=O)NC(C)C)cc1C(=O)O,-3,29,?,-1,4,12%,2%,3%,-5%,30%
CCOC(=O)c1nn(-c2ccccc2F)c2nc(Nc3ccccc3)cc(=O)n12,26,-2,-18%,-5,-2,-1%,2%[46.1 µM],-29%,-22%,3%
O=c1[nH]cccc1-c1nc2cc(Cl)ccc2n1Cc1ccccc1,3,-8,-23%,-14,12,2%,-5%,-1%,-4%,3%
CN1CCN(c2ccc(C(F)(F)F)cc2NC(=O)Nc2ccccc2)CC1,?,-4,5%,14,-11,1%,1%,6%,-14%,23%
Cc1nc(N)sc1-c1csc(Nc2ccc(Cl)cn2)n1,6,-20,-2%,15,3,4%,2%[46.1 µM],?,7%,-2%
CCOC(=O)CNC(=O)CSc1ncnc2c1cnn2-c1ccc(C)cc1,1,95,19%,4,-3,3%,-3%,-1%,1%,6%
Cc1noc(C)c1COc1ccccc1C(=O)N(C)Cc1ccco1,1,-7,-9%,-12,-8,0%,1%,?,0%,7%
N#Cc1c(C(F)(F)F)cc(-c2ccc(Cl)cc2)nc1SCC(=O)O,1,-28,7%,-2,-7,1%,.,3%,0%,5%
CC[N+](C)(C)CC/C=C1/c2ccccc2Sc2ccc(Cl)cc21,0,-3,-5%,-1,-14,-6%,3%,-20%,-1%,-2%
CCOc1ccc(C(=O)Nc2ccc(N3CCN(C)CC3)cc2)cc1[N+](=O)[O-],5,-5,-1%,-3,-7,0%,-3%,2%,2%,-2%
CN(C)C(=O)c1ccc(-c2cc3onc(-c4ccccc4)c3c(=O)n2C)cc1,.,-32,-2%,.,.,2%,8%,?,.,4%
COc1cc(/C=N/NC(=O)c2cncc(Br)c2)ccc1OC(=O)c1ccc2c(c1)OCO2,.,58,-4%,.,.,-8%,.,0%,-2%,0%

# Some of the entries so far, as tab-separated lines.
Structure	TRPV1 agonist	TSHR antag	Eya2 phos inh	hERG WT inh	KCNH2 3.1 block	USP2a block	TCR activator	ELG1 DNA repair	Mito fusion yeast	A-T KAP1 phos
COc1cc(OC)c(S(=O)(=O)NC(C)C)cc1C(=O)O	-3	29	?	-1	4	12%	2%	3%	-5%	30%
CCOC(=O)c1nn(-c2ccccc2F)c2nc(Nc3ccccc3)cc(=O)n12	26	-2	-18%	-5	-2	-1%	2%[46.1 µM]	-29%	-22%	3%
O=c1[nH]cccc1-c1nc2cc(Cl)ccc2n1Cc1ccccc1	3	-8	-23%	-14	12	2%	-5%	-1%	-4%	3%
CN1CCN(c2ccc(C(F)(F)F)cc2NC(=O)Nc2ccccc2)CC1	?	-4	5%	14	-11	1%	1%	6%	-14%	23%
Cc1nc(N)sc1-c1csc(Nc2ccc(Cl)cn2)n1	6	-20	-2%	15	3	4%	2%[46.1 µM]	?	7%	-2%
CCOC(=O)CNC(=O)CSc1ncnc2c1cnn2-c1ccc(C)cc1	1	95	19%	4	-3	3%	-3%	-1%	1%	6%
Cc1noc(C)c1COc1ccccc1C(=O)N(C)Cc1ccco1	1	-7	-9%	-12	-8	0%	1%	?	0%	7%
N#Cc1c(C(F)(F)F)cc(-c2ccc(Cl)cc2)nc1SCC(=O)O	1	-28	7%	-2	-7	1%	.	3%	0%	5%

# Further entries
SMILES,TRPV1 agonist,TSHR antag,Eya2 phos inh,hERG WT inh,KCNH2 3.1 block,USP2a block,TCR activator,ELG1 DNA repair,Mito fusion yeast,A-T KAP1 phos
CCOC(=O)c1ccc(NC(=O)c2ccc(NC(=O)C3CCCO3)cc2)cc1 (centres undefined),13,1,-10%,-4,10,0%,-3%,?,1%,2%
COc1ccc(Oc2nc(-c3ccccc3)ncc2S(=O)(=O)c2ccccc2)cc1,24,19,3%,-1,?,2%,0%,?,-5%,-5%
COc1ccccc1N1C(=O)[C@@H]2[C@H](C1=O)[C@H](C(=O)c1ccc(OC(C)=O)cc1)N1N=CC=C[C@@H]21,-3,-6,3%,4,5,6%,0%,2%,-12%,-10%
CCN(CC)S(=O)(=O)c1ccc(N2CCOCC2)c(NC(=O)c2cccc3ccccc23)c1,15,-5,-7%,1,-7,3%,-1%,?,8%,-1%
CSc1nc2ccccc2n1CC(=O)Nc1ccccc1,0,-8,-5%,-3,10,3%,6%,-1%,1%,8%
COc1ccc(/C=C/C(=O)Nc2cccnc2Cl)cc1,85*,-2,-5%,20,20,-1%,5%,?,-13%,-16%
CCOc1cc(C(=O)Nc2ccc(S(=O)(=O)NC3=NCCCCC3)cc2)cc(OCC)c1OCC,0,2,-15%,.,-10,0%,4%,2%,-1%,1%
Cc1ccc(CNC(=O)CCS(=O)(=O)c2cc3c(cc2Cl)NC(=O)CO3)o1,1,0,8%,0,1,1%,-1%,8%,-1%,-12%
COc1ccc(-c2csc(N(CC(C)C)C(=O)c3ccco3)n2)cc1,0,-8,-11%,2,-19,2%,1%,15%,-12%,-1%
Cc1nnc(SCC(=O)Nc2cccc(N)c2)n1-c1ccccc1,1,-9,5%,-1,0,-2%,6%,-9%,0%,2%
CCOC(=O)c1nn(-c2ccc(F)cc2)c(C)c1C(C)=O,-2,-7,-3%,-6,1,2%,-1%,12%,1%,2%
COc1ccc(CC(=O)NC2=NCCS2)cc1,1,-5,-18%,16,-5,4%,-3%,1%,3%,2%
COc1ccc(N2CCN(C(=O)Cc3ccc(Br)cc3)CC2)cc1,?,5,-1%,-6,18,0%,-3%,?,3%,1%
COc1ccc(Cl)cc1N(CC(=O)NCC(C)C)S(=O)(=O)c1ccc(C)c([N+](=O)[O-])c1,2,4,7%,-8,-8,4%,2%[46.1 µM],22%,-1%,1%
COc1ccc(C(CC(=O)N2CCOCC2)c2c(OC)cc(OC)c3ccc(=O)oc23)cc1 (centres undefined),10,13,-5%,-4,10,5%,-2%,?,-23%,23%
